core dimer inh: blocks dimerization of HCV core protein | TR-FRET GST/Flag-core106 dimerization, 1536-well | inhibition, % at 5 µM | 300,000 compounds, 0.33% hits | AID 1899;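 active = inhibition above the mean of all tested compounds plus 3 SD, set per screening campaign, cut at about 45% in these data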
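Material: Tagged HCV core106 pair (GST and Flag) | Amount: GST-core106 13.5 nM, Flag-core106 17 nM | Medium: KF-containing HEPES buffer, pH 7.45, DTT, CHAPS, BSA | Reagent: Eu donor and XL665 acceptor anti-tag antibodies | Schedule: 4 h at 22.5 °C | Technique: Time-resolved FRET, ex 340 nm, em 617 and 671 nm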
AHR act: activates the human aryl hydrocarbon receptor. AHR-responsive luciferase reporter cells, luminescence. activation, % at 5 µM. 320,000 compounds, 2.5% hits. AID 2796; in the data active = activation above about 47%;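 also: 0% = vehicle wells and 100% = reference agonist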
PP5 inh: inhibitors of human protein phosphatase 5 (PP5); P53041; purified PP5c, OMFP substrate fluorescence; inhibition, % at 6.7 µM; 320,000 compounds, 0.18% hits; AID 1987;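 active = inhibition above the campaign's mean inhibition across all tested compounds plus 3 SD, cut at about 9.5% in these data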;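 also: 0% = DMSO only and 100% = 100 µM cantharidin control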
Target sequence (P53041 whole entry, looked up): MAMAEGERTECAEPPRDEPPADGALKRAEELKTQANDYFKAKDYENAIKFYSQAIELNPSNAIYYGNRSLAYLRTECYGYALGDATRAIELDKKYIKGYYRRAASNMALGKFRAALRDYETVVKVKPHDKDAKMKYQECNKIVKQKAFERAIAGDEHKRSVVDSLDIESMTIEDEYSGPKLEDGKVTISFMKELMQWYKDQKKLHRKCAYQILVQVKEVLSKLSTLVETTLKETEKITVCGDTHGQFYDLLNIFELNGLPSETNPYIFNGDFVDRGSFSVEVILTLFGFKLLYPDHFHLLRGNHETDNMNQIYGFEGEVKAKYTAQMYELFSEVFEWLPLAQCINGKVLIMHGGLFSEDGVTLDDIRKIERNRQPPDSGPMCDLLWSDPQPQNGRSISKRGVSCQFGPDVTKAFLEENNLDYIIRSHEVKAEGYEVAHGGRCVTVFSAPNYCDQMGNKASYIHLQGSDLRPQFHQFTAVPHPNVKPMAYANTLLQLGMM
proCasp3 act: activates human procaspase-3; activation, % at 8.5 µM; P42574; AID 463141; 330,000 compounds, 0.11% hits; recombinant procaspase-3 D3A, Ac-DEVD-pNA absorbance 405 nm;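 active = activation above the mean of all tested compounds plus 3 SD, cut at about 21% in these data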;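 also: 0% = DMSO alone and 100% = DMSO wells spiked with extra 5 µM PC-3 D3A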
Target sequence (P42574 whole entry D9A/D28A/D175A): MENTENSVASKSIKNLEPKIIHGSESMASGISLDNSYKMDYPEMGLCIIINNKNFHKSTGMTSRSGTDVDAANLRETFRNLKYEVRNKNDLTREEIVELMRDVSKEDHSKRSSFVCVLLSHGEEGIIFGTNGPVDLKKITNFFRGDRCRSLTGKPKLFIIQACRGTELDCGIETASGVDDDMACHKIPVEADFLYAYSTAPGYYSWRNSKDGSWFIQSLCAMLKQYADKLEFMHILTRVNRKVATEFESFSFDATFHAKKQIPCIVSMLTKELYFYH
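Test system: Procaspase-3 D3A mutant, all three cleavage aspartates alanine | Dosing: Single dose, 8.5 µM nominal compound, 0.8% DMSO | Schedule: 1 h preincubation, 2 h reaction | Technique: 405 nm absorbance of p-nitroaniline, reads at 0 and 120 min | Repeats: One well per compound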
CTSL1 counter: counter-screen for PFM18AAP inhibitors: inhibitors of F. hepatica cathepsin L1; recombinant F. hepatica cathepsin L1, Z-Leu-Arg-MCA fluorescence; inhibition, % at 5.96 µM; 300,000 compounds, 0.49% hits;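 active = inhibition above the mean of all tested compounds plus 3 SD, set per screening campaign, cut at about 17% in these data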;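 also: 0% = plate median of test compound wells and 100% = 1 µM Z-Phe-Ala-diazomethylketone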
procasp7 counter: counter-screen: procaspase-7 (human) activation | 330,000 compounds, 0.093% hits | P55210 | activation, % at 8.5 µM | recombinant procaspase-7, Ac-DEVD-pNA absorbance 405 nm; D23A/D198A/D206A triple mutant, cannot self-cleave; scale: DMSO 0, 5 µM enzyme 100 | AID 463210;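 active = percent activation above the screen-wide mean plus 3 SD, cut at about 25% in these data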
Target sequence (P55210 whole entry D23A/D198A/D206A): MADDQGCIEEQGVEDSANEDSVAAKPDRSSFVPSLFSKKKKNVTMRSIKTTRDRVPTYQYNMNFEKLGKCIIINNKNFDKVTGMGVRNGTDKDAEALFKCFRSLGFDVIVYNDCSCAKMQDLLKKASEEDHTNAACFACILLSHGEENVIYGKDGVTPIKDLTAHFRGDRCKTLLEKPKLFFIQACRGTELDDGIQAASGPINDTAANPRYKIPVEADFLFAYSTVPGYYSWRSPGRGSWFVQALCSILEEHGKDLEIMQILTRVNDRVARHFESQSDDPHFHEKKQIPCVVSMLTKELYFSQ
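buffer or medium = Zinc-free HEPES/NaCl buffer, pH 7.4 | material = Procaspase-7 triple mutant (PC-7 D3A) | input = 2 µM procaspase-7 mutant as dispensed | signal = Epi-absorbance of released pNA at 405 nm, two timepoints | timing = 1 h preincubation, 2 h reaction | replicates = singlicate compound testing | evaluation = % activation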
PP1 counter: PP1-alpha (human) inhibition in PP5 counter-screen; 320,000 compounds, 0.9% hits; AID 2235; inhibition, % at 6.7 µM; P62136; purified PP1alpha, OMFP fluorescence;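 active = inhibition above the mean inhibition of all tested compounds plus 3 SD, computed separately for each screening campaign, cut at about 15% in these data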
TPT1 inhibitor: C. albicans TPT1 enzyme inhibition; recombinant caTPT1, FP RNA substrate dephosphorylation; inhibition, % at 5 µM; 300,000 compounds, 0.81% hits; AID 1962;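 active = inhibition above the mean of all tested compounds plus 3 SD, set per screening campaign, cut at about 24% in these data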;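 also: plate controls were DMSO alone for no effect and ferristatin control at 100 nM for full effect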
PAFAH2 inh: PAFAH2 (human) inhibition; Q99487; recombinant PAFAH2, FP-rhodamine activity probe, fluorescence polarization; inhibition, % at 3.39 µM; 340,000 compounds, 0.99% hits; AID 492956;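 active = inhibition above the mean over all tested compounds plus 3 SD, cut at about 30% in these data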;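 also: inhibitors block probe labeling of enzyme so polarization drops; 0% = enzyme with DMSO and 100% = wells lacking PAFAH2 protein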
An asterisk follows results filed as active; . = no result given; & = joins results of further samples.

Compound | PAFAH2 inh | AHR act | TPT1 inhibitor | core dimer inh | proCasp3 act | CTSL1 counter | PP1 counter | PP5 inh | procasp7 counter
CCCCCCC(C)n1[nH]c(=O)c2c(C)cc(=O)[nH]c21 (configuration not stated) | 9 | 0 | -8 | 0 | 1 | 1 | -3 | -0.7 | 20
O=C(Cc1ccc(-n2cccc2)cc1)NC1CCCCC1 | 3 | 2 | 3 | 27 | -4 | -3 | -5 | 0.1 | 2
COc1c2ccccc2nc2ccccc12 | 3 | 4 | 0 | -3 | -7 | -1 | 1 | 0.5 | -6
OCC1(Cc2ccccc2)CCN(Cc2cnn(-c3ccccc3F)c2)CC1 | 8 | 1 | 0 | 0 | 1 | -1 | -10 | -2.3 | 5
CCSc1nc2c(c(=O)n(C)c(=O)n2C)n1Cc1ccc(Cl)cc1 | -6 | -2 | -6 | 9 | 5 | 3 | -3 | 3.6 | 1
Cc1ccc(/C=C2\SC(=S)N(CCCC(=O)Nc3ccc(O)cc3)C2=O)cc1 | -5 | -8 | 0 | 4 | -1 | 2 | 3 | 1.2 | -7
Nc1[nH]c(=S)[nH]c(=O)c1-c1ccccc1 | -1 | -1 | -1 | -6 | 1 | 0 | -1 | -0.1 | -2
Cc1nn(-c2ccccc2)nc1C(N)=O | 2 | -1 | 0 | -2 | -7 | 0 | -1 | -0.8 | 6
Cc1noc(C)c1CSCC(=O)OCC(=O)NC1CCCCC1 | -2 | 4 | -4 | 4 | -2 | -60 | 2 | -5.2 | 7
CCSC1=C(C#N)C2(CCCCC2)C(C#N)=C(N)N1 | 7 | 13 | 1 | 1 | 5 | -3 | -1 | -0.4 | -3
CC1(C)Cc2c(sc(/N=C/N3CCOCC3)c2C#N)C(C)(C)N1 | 4 | -3 | -2 | 0 | -5 | 1 | 3 | 1.5 | 1
Cc1cc(C(=O)CSc2nnc(-c3ccccc3)n2-c2ccccc2)c(C)n1-c1ncn[nH]1 | 3 | 1 | 0 | 20 | -6 | -2 | -2 | 0.1 | 1
O=C1c2ccccc2C(=O)N1CCc1nn[nH]n1 | -16 | 4 | -3 | -3 | -6 | -10 | 3 | 1.9 | -14
CCSc1nc2c(cnn2-c2ccc(C)cc2)c(=O)[nH]1 | -2 | 10 | -6 | 3 | 6 | 10 | 22* | -10 | -7
O=C(CSc1nc2ncc(Br)cc2[nH]1)Nc1ccc2c(c1)OCO2 | 7 | 50* | -2 | 13 | -1 | 2 | 0 | 3.6 | 10
S=c1[nH]c2ccccc2n1CCOc1ccccc1 | -4 | 96* | 5 | 3 | -12 | 4 | 2 | 4.0 | -28
O=C(COC(=O)c1ccc(Br)o1)Nc1ccc2c(c1)OCCO2 | 14 | 0 | . | . | -2 | . | . | . | 8
CC(C)(CN1CCCC1)NS(=O)(=O)c1ccc(Cl)cc1 | -7 | 0 | -3 | -9 | 0 | -1 | -2 | 2.5 | -4
COCCCNc1nc2ccccc2nc1NS(=O)(=O)c1cccc(Cl)c1 | 7 | 4 | -7 | 0 | 11 | -3 | -3 | 3.3 | 4
N#CC(c1ccccc1)c1ccc(C(=O)c2ccc(F)cc2)cc1 (configuration not stated) | -4 | -2 | -3 | -3 | 5 | 0 | 1 | 6.0 | 8
COc1cn(-c2ccccc2)nc1C(=O)Nc1ccccc1 | -1 | 10 | -2 | 2 | 0 | 0 | 1 | 0.3 | -8
O=C(Cn1cc(S(=O)(=O)Cc2ccccc2)c2ccccc21)N1CCOCC1 | 5 | 3 | 1 | 10 | 2 | -6 | -5 | 0.0 | -4
Cc1cccc(Cn2c(N3CCc4ccccc4C3)nc3c2c(=O)[nH]c(=O)n3C)c1 | -3 | 1 | 0 | 13 | -7 | 3 | -1 | 1.2 | 6
O=C(C1CCCN(Cc2ccc(Cl)cc2)C1)N1CCCCC1 (configuration not stated) | -2 | 4 | 0 | -5 | -4 | -2 | 2 | 1.8 | 2
CC(C)(C)NC(=O)C(OC(=O)c1ccco1)c1ccccc1F (configuration not stated) | 5 | 2 | 1 | 0 | 7 | -43 | -1 | -1.5 | -7
CCCc1ccc(-c2cc(C(=O)NC3=NCCS3)c3ccccc3n2)cc1 | -22 | 15 | -3 | 6 | 4 | 1 | 0 | -2.6 | -4
Cn1nccc1NC(=O)c1nccnc1C(=O)O | 9 | 2 | -2 | -2 | 8 | -2 | -1 | 1.9 | -2
Cc1ccc(C(=O)Cn2nnc(-c3ccccc3-n3cnnn3)n2)cc1 | 3 | -1 | 1 | -1 | 6 | -1 | -2 | -1.7 | -7
O=C(COc1ccc(S(=O)(=O)N2CCOCC2)cc1)Nc1cccc([N+](=O)[O-])c1 | -2 | -2 | -4 | -12 | 1 | 2 | -1 | -0.2 | -3
COC(=O)[C@]1(C)N[C@H](CN(C)C(=O)c2ccc(C(C)(C)C)cc2)[C@@H]2C(=O)N(Cc3ccccc3)C(=O)[C@@H]21 | 6 | -1 | . | . | 0 | . | . | . | 6

The closing two records of the part above come first, to join the parts.
Compound | PAFAH2 inh | AHR act | TPT1 inhibitor | core dimer inh | proCasp3 act | CTSL1 counter | PP1 counter | PP5 inh | procasp7 counter
O=C(COc1ccc(S(=O)(=O)N2CCOCC2)cc1)Nc1cccc([N+](=O)[O-])c1 | -2 | -2 | -4 | -12 | 1 | 2 | -1 | -0.2 | -3
COC(=O)[C@]1(C)N[C@H](CN(C)C(=O)c2ccc(C(C)(C)C)cc2)[C@@H]2C(=O)N(Cc3ccccc3)C(=O)[C@@H]21 | 6 | -1 | . | . | 0 | . | . | . | 6
O=C(NCCCn1ccnc1)c1cc(C(=O)C2CC2)c[nH]1 | -3 | 6 | -4 | 0 | 7 | 1 | -2 | 1.7 | 4
Cc1cc(C)[n+]2n1C(=O)C(c1ccccc1)=C2[O-] | 7&-3 | 27&42 | 0&2 | 1&3 | 0&5 | 1&-6 | -4&-2 | 0.0&2.4 | 3&2
COC(=O)c1cnc[nH]1 | -2 | -4 | 4 | 0 | 8 | -5 | -5 | -1.1 | -5
Cc1cccc(C)c1OCC(=O)NNC(=S)NC(=O)C1CC1 | -3 | 1 | -3 | 0 | -2 | -2 | -1 | 1.6 | 1
O=C(Nc1ccccc1Cl)Oc1ccc2ccccc2c1 | . | 5 | 0 | -3 | -11 | -1 | 0 | -1.4 | 4
CCN(CC(=O)NCc1ccc(F)cc1)C(=O)C1CC1C (configuration not stated) | -2 | -1 | -1 | -3 | -5 | 5 | -1 | 1.6 | 4
Clc1ccc(-c2csc3ncnc(NCCN4CCOCC4)c23)cc1 | 4 | -1 | -6 | 1 | 4 | 2 | 0 | -0.7 | 2
O=C(NC1CCCCC1)N1CCN(S(=O)(=O)c2ccc(F)cc2)CC1 | 3 | 1 | -9 | 0 | -2 | 3 | 0 | 2.1 | -2
O=C(CC1C(=O)NC2CCCCC2N1C(=O)c1ccc(F)cc1)Nc1ccccc1 (configuration not stated) | -12 | 1 | -3 | -4 | 3 | 4 | -1 | 0.7 | -3
Cn1c(=O)c2c(ncn2CC(=O)N2CCCCCC2)n(C)c1=O | -3 | 0 | 5 | -3 | 3 | -1 | 0 | 1.6 | 1
CC(C)[C@H](N)c1cn([C@@H](CO)C(=O)N2CCNCC2)nn1 | 3 | -3 | -2 | -5 | 1 | 2 | 3 | 0.6 | 8
CCN=c1scc(-c2cccs2)n1/N=C/c1cc(OC)ccc1O | 0 | 1 | 6 | -4 | -2 | 4 | -2 | 1.6 | 0
COc1ccc(C(=O)NCCNc2ccc([N+](=O)[O-])cc2)cc1OC | -4 | 2 | 1 | 8 | 8 | 3 | 1 | 0.6 | 5
COc1ccc(S(=O)(=O)N2CCCCCC2)cc1C(=O)OCc1c(C)noc1C | 14 | -1 | -3 | -1 | 8 | 0 | 0 | 1.1 | 4
CCC1CCCCN1S(=O)(=O)c1ccc(C(=O)Nc2nnc(-c3ccccc3Cl)o2)cc1 (configuration not stated) | 14 | 1 | -4 | 3 | -4 | 1 | 5 | 2.0 | 2
CCOc1cccc(C2/C(=C(/O)c3ccc4c(c3)CC(C)O4)C(=O)C(=O)N2CCCn2ccnc2)c1 (configuration not stated) | 8 | 4 | 2 | 3 | 5 | -4 | 2 | 0.9 | -23
O=C(CNS(=O)(=O)c1ccccc1)OCc1cccc([N+](=O)[O-])c1 | -1 | -2 | 0 | -10 | 3 | -23 | -4 | 1.8 | 1
Cc1cccc(Cn2c(=O)oc3ccc(C)cc32)c1 | 0 | 2 | -1 | -5 | 1 | 1 | 0 | 0.0 | -8
COc1ccccc1N1CCN(C(=O)CCNC(=O)c2ccco2)CC1 | -7 | 1 | . | . | 6 | . | -5 | 0.7 | 6
Cc1c(C(=O)Nc2ccccc2F)sc2nc3n(c(=O)c12)CCC3 | 6 | 0 | 1 | 6 | 0 | 3 | -2 | 1.1 | 3
CC(C)CCNC(=O)C(=O)Nc1ccccc1 | -1 | 2 | -3 | -4 | 4 | -4 | 2 | 4.1 | -4
CC(C)(C)[C@H]1C=C(C(N)=O)O[C@@H](OCc2ccc(CO)cc2)C1 | -9 | 2 | -3 | -3 | 6 | -3 | 1 | 2.3 | -12
O=C(CSc1ccc2nnc(-c3ccccn3)n2n1)Nc1ccc2c(c1)OCO2 | 5 | 53* | -4 | 6 | -7 | -2 | 4 | 3.9 | -1
CCc1ccccc1N(CC)C(=O)c1cn(CC)c(=O)c2cc(OC)c(OC)cc12 | -3 | 2 | -3 | -2 | -4 | -3 | -1 | 1.4 | -2
COc1ccc(NC(=O)COC(=O)Cn2c(C)nc3ccccc32)cc1OC | -1 | 3 | 0 | 0 | 0 | -4 | -3 | -0.3 | 13
COc1cc(CNn2c(C)n[nH]c2=S)cc(Br)c1OCc1ccc(F)cc1 | 5 | 10 | -4 | 4 | -14 | 0 | 3 | 2.5 | -2
CCCN1C(=O)/C(=C/c2ccc(C)o2)SC1=Nc1ccc(OC)cc1 | 3 | 1 | -2 | -3 | -1 | 3 | -3 | 0.2 | 9
CC(=O)N(C)c1ccc(OCC(O)Cn2c(C)nc3ccccc32)cc1 (configuration not stated) | -1 | 2 | 0 | 0 | 7 | -1 | -4 | -0.6 | 5
COC(=O)c1sc2ncn(CC(=O)NCCc3ccc(OC)c(OC)c3)c(=O)c2c1C | -5 | 1 | 1 | -37 | -5 | -3 | 3 | 2.0 | 5
COCCNC(=O)CSCc1c(F)cccc1Cl | -15 | 0 | 4 | -9 | 2 | 5 | -4 | 0.7 | -3
Cc1ccc(NC(=O)COC(=O)CN2C(=O)C3CCCCC3C2=O)cc1C (configuration not stated) | 1 | -1 | . | . | 8 | . | -2 | 1.3 | -14
COc1ccc(/C=C/C(=O)c2ccc(Cl)s2)cc1O | -1 | 1 | 4 | 6 | -7 | -1 | -1 | 1.3 | -16
CN1CCN(C(=O)c2ccc(CN3CCOCC3)cc2)CC1 | 1 | 2 | -4 | 4 | 4 | -3 | -2 | 2.8 | 6

High-throughput results as filed in PubChem.
